Source: PubChem
Sm TGR inh: blocks Schistosoma mansoni thioredoxin glutathione reductase; Q962Y6; purified TGR, DTNB reduction, TNB absorbance 405 nm; Potency, µM (top dose mostly 114 µM), without a hit: at the highest dose activity change, negative = inhibition, hits mostly inhibitors; actives 3% (n = 360,000); AID 485364; also: potency is read from the fitted curve at half-maximal effect; nearly all actives have a fitted effect of over 60% in size
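TGR 20 nM + NADPH 100 uM (dispensed conc.), cpd preinc 15 min RT; start with NADPH (500 uM addition) then DTNB (15 mM addition). Kinetic TNB absorbance, 405 nm filter. Four-parameter Hill fit across titration.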
HCMV inh: blocks human cytomegalovirus replication. HFF cells, HCMV-luciferase reporter, 72 h; hits give low values. activity change, negative = inhibition, % at 57.5 µM. actives 4.5% (n = 410,000); in the data active = activity change below about -60%; inconclusive = no clear call, values can overlap the other calls; inactive = above about -39%
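Two compound doses tested in HFFs infected with HCMV-luciferase, MOI 1 PFU/cell, 72 h at 37C. Lysate luminescence read with OneGlo; data normalized against buffer-only and 10uM Salinomycin inhibitor controls.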
HCV inhibitor: blocks hepatitis C virus. AID 651820. Huh7.5.1 HCVcc-Cre infection, luciferase reporter, 44 h. Potency, µM (highest dose often 41.8 µM), without a hit: at the top dose activity change, negative = inhibition, most hits filed as inhibitors. actives 3.4% (n = 340,000); also: potency is read from the fitted curve at half-maximal effect
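Luciferase read-out (15 sec integration) after a 15 min room-temperature substrate step quantifies HCVcc-Cre infection. Cells, 1,000 per well, had compound added 4 h post-plating, then virus at ~0.5 moi, and were cultured 44 h.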
AmpC detergent: AmpC beta-lactamase inhibition with detergent present; actives 0.041% (n = 370,000); Potency, µM (doses to about 114 µM), inactives show at the highest dose activity change, negative = inhibition, usual class: inhibitors; P00811; AID 485294; AmpC hydrolysis of nitrocefin, absorbance 480 nm, 0.01% Triton;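 also: potency is read from the fitted curve at half-maximal effect; 0% = no-compound wells and -100% = no-enzyme wells; nearly all actives have a fitted effect of over 25% in size; some results filed as inactive show a strong effect at the top dose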
Target sequence (P00811 whole entry, looked up): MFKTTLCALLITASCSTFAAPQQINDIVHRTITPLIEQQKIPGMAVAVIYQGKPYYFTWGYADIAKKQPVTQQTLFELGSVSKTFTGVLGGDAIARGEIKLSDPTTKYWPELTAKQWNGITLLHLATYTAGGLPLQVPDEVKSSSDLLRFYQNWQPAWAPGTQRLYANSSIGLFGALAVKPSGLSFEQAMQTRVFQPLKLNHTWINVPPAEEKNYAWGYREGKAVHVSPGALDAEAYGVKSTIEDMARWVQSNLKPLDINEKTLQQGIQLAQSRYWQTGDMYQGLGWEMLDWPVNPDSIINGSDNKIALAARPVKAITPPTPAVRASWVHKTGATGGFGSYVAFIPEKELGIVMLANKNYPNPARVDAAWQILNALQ
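20 mM phosphate pH 7.0 + 0.01% (detergent screen) or 0.0001% Triton X-100; 5.3 nM AmpC reagent; cpd preinc 15 min RT; nitrocefin (800 uM stock) to start; A480 q20 s × 4 min; Activity was normalised to no-enzyme and no-compound control wells.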
AMA1 RON2 block: AMA1-RON2 (P. falciparum) interaction inhibition | Potency, µM (top dose mostly 58.2 µM), without a hit: at the highest dose activity change, negative = inhibition, most hits filed as inhibitors | actives 0.2% (n = 360,000) | AlphaScreen AMA1-biotinylated RON2 peptide binding;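 also: potency is read from the fitted curve at half-maximal effect; 0% = vehicle wells and -100% = peptide control; nearly all actives have a fitted effect of over 45% in size; some results filed as inactive show a strong effect at the top dose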
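AMA1 (3D7) with his tag at 25 nM final met compounds first, then biotinylated RON2 peptide at 25 nM; detection used donor plus acceptor beads, 10 µg/mL apiece, read by AlphaScreen after 30 min at room temperature.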
FBPA Giardia inh: Giardia lamblia aldolase inhibition. actives 0.71% (n = 290,000). A8B2U2. Potency, µM (doses to about 59.6 µM), inactives show at the top dose activity, negative = inhibition, actives largely listed as inhibitors. AID 2451. purified Giardia FBPA; also: potency is read from the fitted curve at half-maximal effect; nearly all actives have a fitted effect of over 55% in size
Target sequence (A8B2U2 whole entry, looked up): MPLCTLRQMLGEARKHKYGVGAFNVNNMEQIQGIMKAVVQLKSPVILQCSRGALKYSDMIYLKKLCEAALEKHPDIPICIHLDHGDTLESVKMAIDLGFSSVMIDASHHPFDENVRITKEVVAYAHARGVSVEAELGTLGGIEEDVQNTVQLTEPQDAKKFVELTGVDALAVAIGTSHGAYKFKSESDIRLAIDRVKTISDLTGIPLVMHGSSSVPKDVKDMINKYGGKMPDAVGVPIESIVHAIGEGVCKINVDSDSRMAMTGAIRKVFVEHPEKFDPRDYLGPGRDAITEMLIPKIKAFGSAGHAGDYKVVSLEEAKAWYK
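Giardia FBPA (40 nM reagent) was preincubated 10 min at RT with compound (up to 57.5 uM final), then substrate plus GAPDH/TPI/NAD/arsenate coupling system with diaphorase/resazurin was added; resorufin fluorescence (525/598 nm) was read after 20 min.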
* marks the source's active call; other numbers are inactive results; ? = inconclusive; · = not tested or not shown; & = joins results of further samples; [ ] = another dose, or the depositor's remark. Unless noted, calls follow the shape of the dose curve; as a rule, active = well fitted curve in the direction sought with a large enough effect; inconclusive = small, poorly fitted or top-dose-only effect, or another doubt; inactive = no such curve, though single readings can be large; an effect the other way counts as inactive or inconclusive. Unless noted, % is scaled to controls: 0 for no effect and ±100 for the full control effect.

SMILES,FBPA Giardia inh,HCMV inh,HCV inhibitor,AmpC detergent,AMA1 RON2 block,Sm TGR inh
COc1cccc(CCNC(=O)c2cc(COc3c(F)cccc3F)on2)c1,-10%,-13,?,-8%,10%,-14%
Cc1cc(F)ccc1NC(=O)c1cc(S(=O)(=O)N2CCOCC2)cn1C,-9%,3,8%,?,0%,-3%
Cc1nc(N)sc1-c1csc(NCc2ccccc2)n1,-24%,?,-26%,-1%,-13%,-3%
Cc1c(C(=O)NCCN2CCOCC2)sc2nc(-c3ccc(F)cc3)cn12,·,?,-1%,·,-4%,·
Fc1ccc(NC(=S)NC2CCN(Cc3ccccc3)CC2)cc1,7%,-21,?,-6%,-5%,·
COc1ccc(C(=O)Nc2ccc3c(c2)n(C)c(=O)n3C)cc1OC,-17%,37,-10%,2%,3%,-3%
Cc1ccccc1NC(=S)NCCc1ccc(S(N)(=O)=O)cc1,4%,-35,2%,-1%,-1%[11.6 µM],-33%
O=C(Nc1ccc2oc(-c3ccccc3Cl)nc2c1)c1cncc(Br)c1,2%,-18,18µM*,2%,11%,0%
CC(C)Sc1ncc(Cl)c(C(=O)N(Cc2ccc(N(C)C)cc2)C2CCS(=O)(=O)C2)n1 (stereo unspecified),·,-3,·,10%,·,-6%
O=C(CCc1nnc2n(CCc3ccccc3)c(=O)c3ccccc3n12)NCCCN1CCCCC1,·,0,-23%,1%,1%,4%
C#CCOCCOCCOCCNc1nc(N2CCN(C(=O)Cn3cc(CCCCN)nn3)CC2)nc(N2CCN(C(=O)Cn3cc(CC(C)O)nn3)CC2)n1 (stereo unspecified),-21%,-2,-13%[8.37 µM],-3%,0%,-26%
CCc1ccc(NC(=O)C(=O)c2cn(CC(=O)N3CCCCC3)c3ccccc23)cc1,2%,83,?,-2%,-22%,-2%
CC(Oc1ccc(Cl)cc1Cl)C(=O)N(Cc1ccco1)C1CCS(=O)(=O)C1 (stereo unspecified),0%,-32,-1%,?,1%,?
CC12CC3CC(C)(C1)CC(CN)(C3)C2,0%,-32,-3%,?,7%,8%
CC(O)(CS(=O)(=O)Cc1ccccc1)c1ccccc1 (stereo unspecified),-6%,14,14%,-1%,-9%,-35%
COc1ccc(C2Nc3ccccc3-n3c(-c4ccccc4)c4c(=O)n(C)c(=O)n(C)c4c32)cc1 (stereo unspecified),·,6,·,4%,·,-18%
CC(C)OC(=O)c1ccc(NC(=O)c2cccc(-n3cnnn3)c2)cc1,·,?,?,2%,4%,-3%
O=C(NC(=S)NCc1ccccc1)c1ccc(Br)cc1,·,-21,4%,·,36%[activator],·
NNC(=O)[C@H](Cc1ccccc1)NC(=O)Nc1ccc2c(c1)OCCO2,1%,26,5%,6%,37%[activator],17%
Cn1c(=O)oc2cc(S(=O)(=O)NCCC(=O)NC3CCCC3)ccc21,1%,-16,?,?,-8%,-7%
CCCCN(C(=O)c1ccc(N(C)S(=O)(=O)c2ccc(C)cc2)cc1)c1c(N)n(CC(C)C)c(=O)[nH]c1=O,·,-23,15%,·,-1%,·
Cc1ccc(S(=O)(=O)N(C)C)cc1NC(=O)c1cccnc1Oc1ccccc1,0%,9,-9%,8%,5%,7%
Cc1nc(C)c2c(c1C(F)(F)F)-c1ccccc1C2(F)F,4%,28,1%,?,9%,10%
CCCN(C(=O)CSCC(=O)Nc1cccc(C)c1)c1c(N)n(Cc2ccccc2)c(=O)[nH]c1=O,·,-8,26%,-1%,5%,-12%
CCc1ccccc1NS(=O)(=O)c1ccc2nc(-c3ccccc3)[nH]c2c1,·,?,·,-3%,·,-2%
CC(=O)C[C@H](O)CC(=O)[C@@H]1OC(=O)[C@H](C)C/C=C\Cc2ccccc21,·,-5,7%,·,-4%,·
CCn1c(CNC(=O)c2cccs2)nnc1SCC(=O)NCCc1ccccc1,8%,-19,-17%&11%,-5%,5%,-1%
COc1ccc(NC(=O)Cn2cc(S(=O)(=O)c3ccccc3)c(=O)c3cc4c(cc32)OCO4)cc1,·,-15,·,8%,·,1%
COc1ccc(/C=C2\SC(=O)N(CCC(=O)N3CCCCC3CCO)C2=O)cc1 (stereo unspecified),·,-7,?,4%,-16%,-9%
Cc1ccc(/C=C/S(=O)(=O)N2CCC(C(=O)O)CC2)cc1,24%,36,27%,-9%,16%,2%
COc1ccc(NC(C)=O)cc1NC(C)C(=O)Nc1cccc(S(=O)(=O)N2CCOCC2)c1 (stereo unspecified),·,?,10%,1%,2%,-25%
CC(C)n1c(O)c(N=Nc2ccc(Cl)nn2)c2ccccc21,-1%,-39,-11%,6%,11%,2%
CSc1cccc(N=C2C(=O)Nc3ccccc32)c1,0%,7,-4%,-12%,-9%,-2%
COc1cc(C=NNC(=O)c2ccc(NS(=O)(=O)c3cccs3)cc2)cc(Br)c1O,·,14,-9%,·,51%[activator],·
O=C(NCC1CCCO1)C1CCCN1C(=O)Nc1ccccc1[N+](=O)[O-] (stereo unspecified),11%,8,17%,0%,0%,3%
COc1cccc(CNC(=O)c2nnn(CC(=O)Nc3ccc4c(c3)OCO4)c2N)c1,0%,3,2%,1%,4%,-4%
CN1CCN(CC(=O)N2c3ccccc3C(=O)Nc3cccnc32)CC1,-3%,·,2%[8.37 µM],-6%,·,-8%
COc1ccc(-c2cc(-c3ccccc3)nc(SC(C)C(=O)O)c2C#N)cc1 (stereo unspecified),4%,-14,-13%,7%,-3%,5%
Cc1csc(NC(=O)C2CCCN(S(=O)(=O)c3ccc(Br)s3)C2)n1 (stereo unspecified),-17%,-37,?,-5%,-26%,3%
Cc1cc([N+](=O)[O-])ccc1NC(=O)C(C)NC1CCCCC1 (stereo unspecified),3%,-21,-12%,0%,-11%,-4%
Cc1nnc(N2CCC(C(=O)NC(C)C)CC2)c2nn(-c3ccccc3)c(C)c12,·,-18,·,4%,·,4%
Cc1cc(OCC(=O)Nc2ccccc2N2CCCCC2)ccc1C(C)C,·,-10,?,?,9%,0%
COc1ccc(CN2CCC(N(CCc3ccccc3)Cc3ccccc3)CC2)c(OC)c1,?,-99*,2.5µM*,?,?,1%
O=C(NCC(=O)N1CCCCCCC1)c1ccco1,·,11,-5%,?,4%,-1%
CCOC(=O)c1ccc(N=c2sc(C(=O)OC)cc(=O)n2-c2ccc(C(=O)OCC)cc2)cc1,1%,195,10µM*,-11%,-18%,9%
CC(=O)Nc1cccc(-n2c(=O)n(Cc3ccccc3)c(=O)c3[nH]cnc32)c1,?,-24,11%,8%,16%,3%
Cc1cccc(C)c1NC(=O)C1=C(O)c2sccc2N(C)S1(=O)=O,23%,42,26%,-12%,-8%,-3%
Cc1ccc(C(=O)Nc2cccc(O)c2)cc1S(=O)(=O)N1CCCCCC1,-1%,36&20,-18%,4%&-1%,14%,-4%&9%
CCCC1C(C#N)=C(N)Oc2n[nH]c(C(C)(C)C)c21 (stereo unspecified),-29%,-33,7%,2%,-1%,4%
Cc1cccc(C(=O)NC2CCN(CC(=O)NCc3ccccc3F)CC2)c1,-2%,-5,-8%,-11%,15%,-12%
CCCCCC(=O)NNC1=NCC(Cc2ccccc2)S1 (stereo unspecified),5%,64,6%,-7%,46%[activator],0%
COc1ccc2[nH]c3c(c2c1)CCC/C3=N\N,-15%,3,?,-5%,14%,45µM*
COc1ccc(-c2nnc(SCC(=O)N3CCc4ccccc4C3)o2)cc1,-10%,12,?,?,16%,7%
Cc1ccc(-n2c(=O)c3c(cnn3C)n(Cc3ccccc3F)c2=O)cc1,·,5,·,-5%,·,3%
COC(=O)c1ccc(C(=O)OC)c(NC(=S)N2CCCC(C)C2)c1 (stereo unspecified),6%,-6,-15%,?,?,8%
CCCc1ccc(OCc2ccc(C(=O)Nc3ccccc3C(=O)OC)o2)cc1,·,86,·,9%,·,2%

3 compounds from above, sorted by length of the SMILES, rising.
SMILES,FBPA Giardia inh,HCMV inh,HCV inhibitor,AmpC detergent,AMA1 RON2 block,Sm TGR inh
CC(C)n1c(O)c(N=Nc2ccc(Cl)nn2)c2ccccc21,-1%,-39,-11%,6%,11%,2%
CCn1c(CNC(=O)c2cccs2)nnc1SCC(=O)NCCc1ccccc1,8%,-19,-17%&11%,-5%,5%,-1%
COc1ccc(C2Nc3ccccc3-n3c(-c4ccccc4)c4c(=O)n(C)c(=O)n(C)c4c32)cc1 (stereo unspecified),·,6,·,4%,·,-18%

(list continues)
SMILES,FBPA Giardia inh,HCMV inh,HCV inhibitor,AmpC detergent,AMA1 RON2 block,Sm TGR inh
COC(=O)c1sc(C(C)(C)C)cc1CSc1ccccc1,2%,9,6%,13%,21%,18%
O=C(O)/C=C/c1ccc(S(=O)(=O)Nc2ccccc2C(=O)Nc2ccc(F)cc2)cc1,17%,-29,27%,-10%,-10%,45µM*
CCOC(=O)c1sc(NC(=O)CCN2C(=O)c3ccccc3C2=O)c(C(=O)OCC)c1C,3%,2,?,-3%,0%,2%
Cc1ccccc1CNC(=O)c1ccc(CSc2nc3cccnc3n2Cc2ccccc2)cc1,·,-15,·,17%,·,-2%
c1ccc(-c2nc(Sc3ncnc4c3cnn4-c3ccccc3)n[nH]2)cc1,0%,·,·,2%,·,-9%
NNC(=O)c1csc(-c2cccc(C(F)(F)F)c2)n1,4%,-37,29%,1%,141%[activator],4%
Cc1ccc(S(=O)(=O)N2CCOCC2)cc1C(=O)NCc1ccccn1,·,0,5%,-16%,-6%,5%
CCOCCn1ccc2c(OCC(=O)Nc3ccc(OC)cc3OC)cccc2c1=O,·,9,-9%,2%,-20%,-4%
CC(=O)N1CCN(c2ccccc2NC(=O)COc2cc(C)ccc2C(C)C)CC1,0%,?,?,?,-6%,-11%
COc1cc(/C=N/Nc2nc3ccccc3[nH]2)ccc1O,1%,21,7%,-3%,14%,-6%
CCCC[C@@H]1CNC(=S)N1CCc1cccc(F)c1,0%,-11,-11%,8%,-3%,-8%
CCNC(=O)[C@H]1O[C@@H](n2cnc3c(N)ncnc32)[C@H](O)[C@@H]1O,8%,-17,11%,-6%,-4%,11%
CC(C)(C)c1ccccc1NC(=S)NC1CCCCC1,5%,-1,?,?,0%,-1%
CCCn1c(SCC(=O)NCc2ccccc2)nnc1-c1ccncc1,0%,25,10%,3%,-13%,0%
